# U2OS ROS induce: ROS inducers in U2OS cancer cells, primary screen, cell-based, H2DCF-DA fluorescence. 46,000 tested, 2% active. U2OS ROS induction. AID 624156, 2012. ROS induction (% of piperlongumine), % at 10 µM; in the data active means ROS induction above about 79%, passing the limit was not always enough; inconclusive means no clear call, values can overlap the other calls;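 further: 0% = DMSO vehicle median and 100% = reference compound median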
# * marks the source's active call; other numbers are inactive results; ? = inconclusive. Only part of the results is shown; the hit share may differ from the screen's.
SMILES,U2OS ROS induce
COc1ccc([N+](=O)[O-])cc1NC(=O)CCSc1ccc(C)cc1,12
CCN1C2=C(C(=O)CC(C)(C)C2)C(c2ccc(OC)cc2)C2=C1CC(C)(C)CC2=O,1
COc1ccc(S(=O)(=O)N(C)C[C@H]2Oc3c(NS(=O)(=O)c4cn(C)cn4)cccc3C(=O)N([C@H](C)CO)C[C@H]2C)cc1,-5
C[C@H]1CN([C@@H](C)CO)C(=O)CCCn2nncc2CO[C@H]1CN(C)C(=O)Nc1ccc(-c2cccs2)cc1,0
NC(=O)c1ccc(Nc2nc(=S)[nH]c3ccccc23)cc1,-10
FC(F)(F)c1ccc2cc(CSc3ccc(Cl)cc3)ccc2n1,14
COC(=O)c1cc(O)cc(O)c1C(=O)c1c(O)cc(C)cc1O,-16
Cc1noc(C)c1NC(=O)Nc1ccc2c(c1)CC(=O)N([C@H](C)CO)C[C@@H](C)[C@@H](CN(C)CC1CC1)O2,-2
COc1ccc(S(=O)(=O)N(C)C[C@@H]2Oc3ccc(NC(=O)Cc4ccccc4)cc3CC(=O)N([C@H](C)CO)C[C@@H]2C)cc1,15
Nc1nnnn1/N=C\C=C\c1ccccc1,3
O=C(CCC(=O)c1ccc(F)cc1)Nc1cccnc1,-5
c1ccn2cc(C34CC5CC(CC(C5)C3)C4)nc2c1,40
Cc1ccccc1CN(C)C[C@H]1OCc2cnnn2CCCC(=O)N([C@H](C)CO)C[C@@H]1C,3
CSc1cccc(NC(=O)C(C)N(c2ccc(C)cc2)S(C)(=O)=O)c1 (centres undefined),3
Cc1cc(C(=O)Nc2cccc3c2O[C@@H](CN(C)C)[C@@H](C)CN([C@H](C)CO)C3=O)n(C)n1,-18
C[C@@H]1CCCCO[C@H](CN(C)CC2CCCCC2)[C@@H](C)CN([C@H](C)CO)C(=O)c2cc(NC(=O)CCC(F)(F)F)ccc2O1,9
Cc1ccc(-c2cc(C(F)F)n3ncc(C(=O)NCc4cn(C)nc4C)c3n2)cc1,135*
COc1ccc(NC(=O)Nc2ccc3c(c2)CC(=O)N([C@@H](C)CO)C[C@@H](C)[C@@H](CN(C)S(=O)(=O)c2ccc(F)cc2)O3)cc1,-3
N#C/C(=C(\O)COc1ccccc1)c1nc2ccccc2[nH]1,-1
COC(=O)CCCCCCC(=O)N/N=C/c1ccccc1[N+](=O)[O-],29
CC(C)=CCc1c(O)cc(O)c2c1O[C@H](c1ccccc1)CC2=O,-30
COc1ccc(NC(=O)N(C)C[C@H]2Oc3c(NC(=O)c4ccncc4)cccc3C(=O)N([C@H](C)CO)C[C@@H]2C)cc1,-10
COC(=O)NCC12CC3CC(CC(C3)C1)C2,18
COC(=O)c1cc(S(=O)(=O)N(C)C2CCCCC2)cn1C,-5
COc1ccc(CC(=O)N2CCCCCC2)cc1OC,-3
C[C@]1(OC(=O)/C=C/c2ccccc2)C[C@@H](O)[C@]2(O)C=CO[C@@H](O[C@@H]3O[C@H](CO)[C@@H](O)[C@H](O)[C@H]3O)[C@@H]21,-8
C[C@H](CO)N1C[C@H](C)[C@H](CN(C)S(=O)(=O)c2cn(C)cn2)Oc2ccc(NC(=O)Nc3ccccc3)cc2CC1=O,2
FC(F)(F)c1ccc(-c2noc(-c3ccco3)n2)cc1,11
COc1ccc(OCCSc2ncnc3nc[nH]c23)cc1,-6
COc1ccc(S(=O)(=O)Nc2ccc3c(c2)C(=O)N([C@H](C)CO)C[C@H](C)[C@@H](CN(C)S(=O)(=O)c2ccccc2)OCCCC[C@@H](C)O3)cc1,16
O=C(CC(C(=O)O)N1CCOCC1)Nc1ccccc1 (centres undefined),-4
OC(CCN1CCCC1)(c1ccccc1)C1CCCCC1 (centres undefined),-5
Cc1noc(C)c1S(=O)(=O)Nc1ccc2c(c1)C(=O)N([C@@H](C)CO)C[C@H](C)[C@H](CN(C)CC1CCCCC1)O2,-3
Cc1cc(C(=O)Nc2cccc3c2O[C@H](CN(C)C(=O)Nc2ccc4c(c2)OCO4)[C@@H](C)CN([C@@H](C)CO)C3=O)n(C)n1,38
C=C1C(=O)O[C@H]2CC(C)C3CC[C@@]4(C)O[C@@]34CC12 (some centres undefined),14
Cc1ccc(-c2cc(C(=O)N3CCCCC3)c3ccccc3n2)cc1C,33
COc1ccc(CN(C)C[C@@H]2Oc3ccc(NS(=O)(=O)c4ccccc4)cc3C(=O)N([C@@H](C)CO)C[C@H]2C)cc1,6
C[C@H]1CN([C@@H](C)CO)C(=O)CCCn2cc(nn2)CO[C@@H]1CN(C)C(=O)Nc1ccnc(N2CCOCC2)c1,46
C=C[C@@]12COC(=O)C(=C)C1[C@@H](O)[C@H](C(=C)C(=O)OC)[C@@H](OC(=O)C(=C)CO)C2 (some centres undefined),?
COC(=O)C(CC#Cc1ccc2c(c1)[C@]1(C(=O)N2)[C@H](C(=O)O)[C@H]2C(=O)O[C@H](c3ccccc3)[C@H](c3ccccc3)N2[C@@H]1c1ccc(OCCO)cc1)C(=O)OC,18
CCCCCCCCCC/C=C\CCCCCCCc1cccc(O)c1C(=O)O,-2
CNC(=O)Cn1cc2c(n1)CCC(C)C2 (centres undefined),5
CCOC(=O)CSc1ncc(-c2ccccc2)nn1,-4
COC(=O)c1ccc(OCC(O)Cn2c(C)[n+](C)c3ccccc32)cc1 (centres undefined),16
CS(=O)(=O)c1ccc2nc(NC(=O)Oc3ccccc3)sc2c1,-5
COC(=O)c1c(NC(=O)C2CCCC2)sc2c1CCCC2,7
C[C@@H]1CN([C@H](C)CO)C(=O)c2cc(NC(=O)CCCCCC(=O)Nc3ccccc3N)ccc2O[C@@H]1CN(C)S(=O)(=O)c1ccccc1,?
O=C(c1ccccc1)C1CCN(C(=O)Nc2ccc(Cl)cc2)CC1,19
C[C@@H]1CN([C@H](C)CO)C(=O)Cc2cc(NC(=O)CCC(F)(F)F)ccc2O[C@H]1CN(C)Cc1ccc(Oc2ccccc2)cc1,32
O=C(NO)c1ccc(C(=O)N/N=C/c2ccc(Br)s2)cc1,-7
CC(C)S(=O)(=O)NC[C@@H]1CCCN(Cc2cccc(OCCO)c2)C1,3
O=C1CS/C(=N\C(=O)N2c3ccccc3Sc3ccccc32)N1,-6
C[C@@H]1CN([C@H](C)CO)C(=O)Cc2cc(NC(=O)CCCCCC(=O)Nc3ccccc3N)ccc2O[C@H]1CN(C)C(=O)NC1CCCCC1,21
C[C@@H]1CN([C@@H](C)CO)C(=O)CCCn2cc(nn2)CO[C@H]1CN(C)C(=O)Nc1cccc2ccccc12,12
Cc1ccc(NS(=O)(=O)c2cc(C(=O)O)ccc2Br)cc1,24
COc1ccc(S(=O)(=O)Nc2cccc3c2O[C@@H](CN(C)S(=O)(=O)c2ccccc2)[C@@H](C)CN([C@@H](C)CO)C3=O)cc1,-3
COc1ccc(S(=O)(=O)N(C)C[C@@H]2Oc3ccc(N(C)C)cc3C(=O)N([C@@H](C)CO)C[C@@H]2C)cc1,-5
COc1ccc(NC(=O)c2ccc3c(=O)n(Cc4ccco4)c(=S)[nH]c3c2)cc1OC,27
Cc1nn(-c2ccccc2)c(N)c1C(N)=S,21
CCC(C)N1Cc2ccccc2N(CC)C1c1ccccc1F (centres undefined),6

# More compounds.
SMILES,U2OS ROS induce
COC(=O)c1c(N)oc2c(-c3cccc(C(F)(F)F)c3)c3c(C(=O)OC)c(N)oc3cc12,-7
Cc1ccc(-c2nn(C)c(=O)c3ccccc23)cc1CNC(=O)CN1C(=O)c2ccccc2C1=O,-9
CN(C(=S)SCc1ccccc1)c1ccccc1,54
C[C@@H]1CN([C@H](C)CO)C(=O)c2cccc(NC(=O)c3ccc(-c4nccs4)cc3)c2O[C@@H]1CN(C)Cc1ccc(C(=O)O)cc1,-10
Cc1ccc(S(=O)(=O)N(C)C[C@H]2Oc3ccc(NC(=O)CCC(F)(F)F)cc3CC(=O)N([C@@H](C)CO)C[C@@H]2C)cc1,-2
C[C@H](CO)N1C[C@H](C)[C@@H](CN(C)S(=O)(=O)c2cn(C)cn2)Oc2c(NC(=O)c3ccncc3)cccc2C1=O,-2
COc1ccc(NC(=O)Nc2ccc3c(c2)C(=O)N([C@@H](C)CO)C[C@H](C)[C@H](CN(C)C(=O)NC(C)C)O3)cc1,-27
C[C@@H]1CCCCO[C@H](CN(C)Cc2ccncc2)[C@@H](C)CN([C@H](C)CO)C(=O)c2cc(NC(=O)NC3CCCCC3)ccc2O1,-2
CCCc1cc(N2CCN(c3ccccc3)CC2)n2c(nc3ccccc32)c1C#N,48
C[C@H](CO)N1C[C@H](C)[C@H](CN(C)C(=O)Nc2ccc3c(c2)OCO3)Oc2ccc(NC(=O)Nc3ccccc3)cc2C1=O,-4
Cc1ccc(S(=O)(=O)N(C)C[C@@H]2Oc3ccc(NC(=O)CCC(F)(F)F)cc3CC(=O)N([C@@H](C)CO)C[C@@H]2C)cc1,12
COc1ccc(OC)c(NC(=O)Cn2c(=O)oc3ccccc32)c1,-5

# Continued, overlapping the part above by 6 compounds.
SMILES,U2OS ROS induce
COc1ccc(NC(=O)Nc2ccc3c(c2)C(=O)N([C@@H](C)CO)C[C@H](C)[C@H](CN(C)C(=O)NC(C)C)O3)cc1,-27
C[C@@H]1CCCCO[C@H](CN(C)Cc2ccncc2)[C@@H](C)CN([C@H](C)CO)C(=O)c2cc(NC(=O)NC3CCCCC3)ccc2O1,-2
CCCc1cc(N2CCN(c3ccccc3)CC2)n2c(nc3ccccc32)c1C#N,48
C[C@H](CO)N1C[C@H](C)[C@H](CN(C)C(=O)Nc2ccc3c(c2)OCO3)Oc2ccc(NC(=O)Nc3ccccc3)cc2C1=O,-4
Cc1ccc(S(=O)(=O)N(C)C[C@@H]2Oc3ccc(NC(=O)CCC(F)(F)F)cc3CC(=O)N([C@@H](C)CO)C[C@@H]2C)cc1,12
COc1ccc(OC)c(NC(=O)Cn2c(=O)oc3ccccc32)c1,-5
COc1ccc(-c2nnc3c4ccccc4c(C)nn23)cc1S(=O)(=O)NCc1cccnc1,13
COc1ccc(S(=O)(=O)Nc2ccc3c(c2)C(=O)N([C@@H](C)CO)C[C@H](C)[C@@H](CN(C)Cc2ccc(Oc4ccccc4)cc2)O3)cc1,23
CC(=O)N1CCOc2cc(S(=O)(=O)N3CCCCC3)ccc21,-12
O=C(CSc1nc2ccccc2[nH]1)Nc1ccc(Cl)cc1O,-2
CO[C@H]1C[C@@H]2CC[C@@H](C)[C@@](O)(O2)C(=O)C(=O)N2CCCC[C@H]2C(=O)O[C@H]([C@H](C)C[C@@H]2CC[C@@H](O)[C@H](OC)C2)CC(=O)[C@H](C)/C=C(\C)[C@@H](O)[C@@H](OC)C(=O)[C@H](C)C[C@H](C)/C=C/C=C/C=C\1C,98*
O=C(COc1ccc(Cl)cc1C1C2=C(CCCC2=O)NC2=C1C(=O)CCC2)Nc1ccc(Cl)cc1,45
CC(Oc1ccc(C(C)(C)C)cc1)c1nc(-c2cccnc2)no1 (centres undefined),21
COC(=O)c1ccccc1NC(=O)Cn1c([N+](=O)[O-])cnc1C,-1
COc1ccc(NC(=O)Nc2cccc3c2O[C@@H](CN(C)S(=O)(=O)c2cn(C)cn2)[C@@H](C)CN([C@H](C)CO)C3=O)cc1,-6
COc1ccc2c(c1)OCC(Cc1ccc(OC)c(OC(C)=O)c1)C2=O (centres undefined),20
C[C@@H]1CN([C@@H](C)CO)C(=O)c2cccc(N(C)C)c2O[C@H]1CN(C)S(C)(=O)=O,2
O=C(CSc1ncc(-c2ccccc2)nn1)Nc1ccc(I)cc1,25

# Shown bar-delimited: 5 of the compounds above.
canonical_smiles | U2OS ROS induce
Cc1nn(-c2ccccc2)c(N)c1C(N)=S | 21
CCC(C)N1Cc2ccccc2N(CC)C1c1ccccc1F (centres undefined) | 6
COC(=O)c1c(N)oc2c(-c3cccc(C(F)(F)F)c3)c3c(C(=O)OC)c(N)oc3cc12 | -7
Cc1ccc(-c2nn(C)c(=O)c3ccccc23)cc1CNC(=O)CN1C(=O)c2ccccc2C1=O | -9
CN(C(=S)SCc1ccccc1)c1ccccc1 | 54

# (list continues)
SMILES,U2OS ROS induce
C[C@H]1CN([C@@H](C)CO)C(=O)c2cc(NC(=O)CCC(F)(F)F)ccc2O[C@H]1CN(C)C(=O)Nc1ccc(F)cc1,-4
COc1ccc(Br)cc1CNC(=O)C1CCCN(c2nc3ccccc3o2)C1 (centres undefined),-10
COc1cc2c(cc1NC(=O)CN(C)S(=O)(=O)c1ccc(Br)cc1)oc1ccccc12,27
Cc1ccc(S(=O)(=O)Nc2ccc3c(c2)C(=O)N([C@H](C)CO)C[C@H](C)[C@H](CN(C)S(=O)(=O)c2ccc(C)cc2)O3)cc1,1
CCOC(=O)N1CCN(C(=O)c2ccc3c(c2)sc2nc(-c4ccc(OC)cc4)cn23)CC1,8
Cc1cccc(N2CCN(C(=O)CN3C(=O)c4ccccc4C3=O)CC2)c1C,-11
CN(CCC#N)S(=O)(=O)c1ccc2[nH]cc(C(=O)O)c(=O)c2c1,-8
COC(=O)c1ccc(C(=O)OC)c(NC(=O)CCc2ccc(C)o2)c1,-5
C[C@H](CO)N1C[C@H](C)[C@@H](CN(C)C(=O)Nc2ccc(C(F)(F)F)cc2)Oc2c(NC(=O)Nc3cccc4ccccc34)cccc2C1=O,-7
C[C@H](CO)N1C[C@H](C)[C@H](CN(C)C(=O)Nc2ccccc2)Oc2c(NC(=O)Nc3cccc4ccccc34)cccc2C1=O,35
Cc1ccc(S(=O)(=O)c2nc(S(=O)(=O)c3ccc(C)cc3)c(NCc3ccco3)s2)cc1,28
Cn1nnnc1SCC(=O)Nc1ccc(I)cc1,-1
O=C(Nc1ccc(Cl)cc1)Nc1ccccc1C(=O)NCc1ccco1,29
CC(N=Cc1nc2ccccc2n1C)C12CC3CC(CC(C3)C1)C2 (centres undefined),-7
C[C@H]1CN([C@@H](C)CO)C(=O)Cc2cc(NC(=O)c3ccncc3)ccc2O[C@@H]1CN(C)S(=O)(=O)c1ccc(Cl)cc1,24
COc1cccc2cc(C(=O)C3C(=O)C(=O)N(CCc4ccccc4)C3c3cccnc3)oc12 (centres undefined),-8
COc1ccccc1N(CC(=O)NCC1CCCO1)S(=O)(=O)c1ccc(C)cc1 (centres undefined),-5
CSc1nsc(SCC(=O)OC2CC3CCC2(C)C3(C)C)n1 (centres undefined),3
